KDM4E inh: qHTS Assay for Inhibitors of Human Jumonji Domain Containing 2E (JMJD2E) | Lysine-specific demethylase 4E (Homo sapiens), B2RXH2 | JMJD2E catalytic domain, FDH-coupled NADH fluorescence (FDH is formaldehyde dehydrogenase) | Potency, µM (top dose mostly 57.1 µM), without a hit: top-dose activity change, negative = inhibition, actives largely listed as inhibitors | actives 1.6% (n = 230,000) | AID 2147, 2009; active = well fitted inhibition curve with a large enough effect, not every such curve was filed as active; inconclusive = small, poorly fitted or top-dose-only effect, or another doubt; inactive = no such curve, though single readings can be large or run the other way;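 also: 0% = wells with enzyme and -100% = buffer wells without enzyme; nearly all actives have a fitted effect of over 50% in size; many of its hits are not listed in these tables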
Target sequence (B2RXH2 1-337 limits assumed): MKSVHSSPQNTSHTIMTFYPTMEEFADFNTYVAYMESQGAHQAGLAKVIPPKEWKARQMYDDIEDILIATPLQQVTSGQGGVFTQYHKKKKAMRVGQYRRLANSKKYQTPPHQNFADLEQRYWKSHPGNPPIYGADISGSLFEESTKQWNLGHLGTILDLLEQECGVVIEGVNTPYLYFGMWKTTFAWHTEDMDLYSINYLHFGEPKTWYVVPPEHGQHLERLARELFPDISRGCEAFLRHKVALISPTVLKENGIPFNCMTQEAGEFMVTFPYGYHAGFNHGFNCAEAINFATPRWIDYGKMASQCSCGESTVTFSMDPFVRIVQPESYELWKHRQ
ALDH1A1 block: qHTS Assay for Inhibitors of Aldehyde Dehydrogenase 1 (ALDH1A1); Potency, µM (doses to about 75.3 µM), for the others: top-dose activity, negative = inhibition, hits mostly inhibitors; actives 7.3% (n = 220,000); Purified ALDH1A1, NADH fluorescence, propionaldehyde substrate; Aldehyde dehydrogenase 1A1 (Homo sapiens), P00352; active = well fitted inhibition curve with a large enough effect, not every such curve was filed as active; inconclusive = small, poorly fitted or top-dose-only effect, or another doubt; inactive = no such curve, though single readings can be large or run the other way;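 also: plate controls were no enzyme wells and a reference inhibitor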
GAA inhib: qHTS Assay for Inhibitors of Human alpha-Glucosidase as a Potential Chaperone Treatment of Pompe Disease | actives 0.005% (n = 200,000) | AID 1466, 2008 | Lysosomal alpha-glucosidase (Homo sapiens), P10253 | Potency, µM (highest dose often 76.9 µM), inactives show top-dose activity change, negative = inhibition, actives largely listed as inhibitors | purified human GAA, 4-MU-alpha-glucoside fluorescence;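 also: plate controls were uninhibited enzyme wells for no effect and no-enzyme background for full effect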
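Human alpha-glucosidase, 4 nM, pre-mixed with test compounds before 400 uM 4-methylumbelliferyl substrate; 20 min room temperature at pH 5.0. Fluorescence read after pH 10 stop; AC50 values from Hill-equation fits.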
GAA glycogen mod: qHTS Assay for Inhibitors and Activators of Human alpha-Glucosidase Cleavage of Glycogen; Lysosomal alpha-glucosidase (Homo sapiens), P10253; recombinant GAA, glycogen substrate, Amplex Red glucose oxidase fluorescence; Potency, µM (top dose mostly 76.4 µM), without a hit: at the top dose activity change, negative = inhibition, most hits filed as inhibitors; actives 0.38% (n = 300,000); AID 2100, 2009;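 also: 0% = full enzyme reaction and -100% = no-enzyme basal signal; the screen sought inhibitors and activators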
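Recombinant enzyme (4 nM final) with compounds titrated up to 77 uM and bovine liver glycogen (30 ug) in citrate pH 5.0, 0.01% Tween-20, 37 C 40 min. Released glucose detected by Amplex Red/glucose oxidase (Ex 573/Em 610); AC50 from Hill fits.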
aGal spleen mod: qHTS Assay for Inhibitors and Activators of Human alpha-Galactosidase From Spleen Homogenate; Alpha-galactosidase A (Homo sapiens), P06280; human spleen homogenate, 4MU-alpha-Gal fluorescence, 40 min; Potency, µM (titrated, usually from 80 µM), inactives show at the highest dose activity change, negative = inhibition, usual class: inhibitors; actives 0.008% (n = 240,000);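 also: 0% = enzyme with vehicle and -100% = no enzyme basal signal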
Target sequence (P06280 32-429 limits assumed): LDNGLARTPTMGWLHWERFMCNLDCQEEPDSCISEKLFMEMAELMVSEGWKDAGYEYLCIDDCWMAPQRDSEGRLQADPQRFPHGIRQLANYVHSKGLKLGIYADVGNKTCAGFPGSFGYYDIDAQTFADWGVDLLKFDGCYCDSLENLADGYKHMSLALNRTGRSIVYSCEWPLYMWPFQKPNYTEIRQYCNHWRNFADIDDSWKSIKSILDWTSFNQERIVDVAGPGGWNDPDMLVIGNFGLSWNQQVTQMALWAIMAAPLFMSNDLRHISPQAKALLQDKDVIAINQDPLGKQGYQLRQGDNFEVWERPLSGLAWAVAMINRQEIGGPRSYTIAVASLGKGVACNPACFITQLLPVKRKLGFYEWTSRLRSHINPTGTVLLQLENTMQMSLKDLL
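Human spleen homogenate (1 ug) was the enzyme source, with 4-methylumbelliferyl-alpha-D-galactopyranoside (1 mM final) in pH 5.0 citrate buffer with 0.01% Tween-20. Compounds were titrated; after 40 min at 37C, NaOH/glycine stop, 4-MU fluorescence read; AC50 from Hill fits.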
GAA spleen mod: qHTS Assay for Inhibitors and Activators of Human alpha-Glucosidase From Spleen Homogenate. Lysosomal alpha-glucosidase (Homo sapiens), P10253. human spleen homogenate, 4-MU-alpha-glucoside fluorescence. Potency, µM (top dose mostly 79.9 µM), for the others: at the highest dose activity change, negative = inhibition, most hits filed as inhibitors. actives 0.006% (n = 240,000). AID 2112, 2009;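 also: 0% = enzyme with vehicle and -100% = no enzyme basal signal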
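Human spleen homogenate (1 ug) incubated with compounds and 1 mM 4-methylumbelliferyl-alpha-D-glucopyranoside in pH 5.0 citrate/phosphate buffer, 37 C, 40 min. Stopped at pH 10; 4-MU fluorescence (Ex 365/Em 440 nm); AC50 by Hill fit.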
SMN2 splice enh: qHTS Assay for Enhancers of SMN2 Splice Variant Expression; HEK293 SMN2-luciferase splicing reporter, luminescence, 30-36 h; Potency, µM (series often up to 46.1 µM), for the others: at the highest dose activity change, positive = activation, hits mostly activators; actives 2.8% (n = 210,000); AID 1458, 2008; also: % of control where 0% means no effect; nearly all actives have a fitted effect of over 55% in size
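HEK293 cells carry an SMN2 minigene-luciferase reporter in which exon 7 inclusion puts luciferase in frame. Cells were seeded at 2000 cells/well, attached for 10-12 hours, then exposed to compounds for 30-36 hours at 37C before ONE-Glo luminescence.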
GoLoco inh red: qHTS Assay for Inhibitors of RGS12 GoLoco Motif Activity (Red Fluorophore); Gai1:RGS12 GoLoco peptide FP, rhodamine, 10 min; Potency, µM (doses to about 61.6 µM), without a hit: at the top dose activity, negative = inhibition, hits mostly inhibitors; actives 0.44% (n = 230,000); active = well fitted inhibition curve with a large enough effect, not every such curve was filed as active; inactive = no such curve, though single readings can be large or run the other way; also: % is scaled to controls: 0 for no effect and ±100 for the full control effect; nearly all actives have a fitted effect of over 30% in size; many of its hits are not listed in these tables
Target sequence (P63096 whole entry, looked up): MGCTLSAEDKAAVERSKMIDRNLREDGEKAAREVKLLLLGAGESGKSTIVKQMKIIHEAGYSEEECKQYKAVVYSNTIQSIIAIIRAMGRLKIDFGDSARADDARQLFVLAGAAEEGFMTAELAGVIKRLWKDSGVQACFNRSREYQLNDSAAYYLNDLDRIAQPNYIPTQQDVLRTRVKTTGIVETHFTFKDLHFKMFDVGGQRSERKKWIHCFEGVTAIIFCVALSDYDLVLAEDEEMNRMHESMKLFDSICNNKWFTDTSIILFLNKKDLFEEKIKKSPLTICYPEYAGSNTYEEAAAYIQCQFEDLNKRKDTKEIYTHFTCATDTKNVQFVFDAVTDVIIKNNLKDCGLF
The depositor's hits bear a star; ? = inconclusive; / = not tested or not shown; & = joins results of further samples; [ ] = remark or other dose. Unless noted, calls follow the shape of the dose curve; as a rule, active = well fitted curve in the direction sought with a large enough effect; inconclusive = small, poorly fitted or top-dose-only effect, or another doubt; inactive = no such curve, though single readings can be large; an effect the other way counts as inactive or inconclusive. Potency is read from the fitted curve at half-maximal effect. This is a subset; the hit share may differ from the screen's.

item	Compound	KDM4E inh	ALDH1A1 block	GAA inhib	GAA glycogen mod
1	C=CCn1c(NCCOC)nc2c1c(=O)n(C)c(=O)n2C	-2%	13%	-3%	2%
2	CC(/C=C1\N=C(SCc2ccccc2)SC1=O)=C\c1ccccc1	-25%	22µM*	-7%	-4%
3	CCOc1ccc(/C=N/NC(=O)CN2CCCCCCC2)cc1	?	?	2%	-3%
4	Cc1ccccc1CS(=O)(=O)CCC(=O)NCCCN1CCOCC1	16%	3%	2%	?
5	COCCN1C(=O)N[C@H](c2cccc(C(F)(F)F)c2)C(C(=O)OC)=C1C	-10%&-2%	10%&8%	0%	1%
6	COc1ccc(CNCCC2(C(C)C)CCOC(C)(C)C2)cc1 (stereo not given)	4%	/	1%[15.4 µM]	0%
7	Cc1nc(-c2ccccc2)sc1-c1ccn[nH]1	?	?	4%	-7%
8	Cc1ccc(CNC(=O)c2ccc(CNc3c(N4CCCC4)c(=O)c3=O)cc2)cc1	2%	?	-7%	23%
9	Cc1cccc(N2C(=O)/C(=C\c3ccc(C(=O)O)cc3)c3ccccc3C2=O)c1	-11%	?	4%	?
10	O=C1NC[C@@H](Cc2ccc(O)cc2)N(CC2CCCCC2)C1=O	-21%	/	/	6%

item	aGal spleen mod	GAA spleen mod	SMN2 splice enh	GoLoco inh red
1	-1%	2%	-7%	8%
2	-5%	6%	-8%	23%
3	1%	-2%	6%	2%
4	8%	-5%	15%	12%
5	0%&4%	-5%&3%	5%&-25%	3%&10%
6	12%	-7%	/	6%
7	6%	10%	7.9µM*	-1%
8	6%	8%	-1%	27%
9	-3%	-16%	14%	7%
10	2%	-2%	/	-3%

Remaining list, next part
item	Compound	KDM4E inh	ALDH1A1 block	GAA inhib	GAA glycogen mod
11	Cn1nc(C(F)(F)F)c2cc(C(=O)Nc3ccc(Cl)cc3)sc21	-2%	12%	-7%	-6%
12	O=C(CCCN1C(=O)/C(=C/c2cccs2)SC1=S)NNC(=O)c1ccc(F)cc1	14%	2%	-2%	9%
13	CC(C)CC(NC(=O)C1CCCN1C(=O)OC(C)(C)C)C(=O)NCC(N)=O (stereo not given)	-30%	12%	-15%	7%
14	COc1ccc(-c2csc(N(Cc3ccccc3)C(=O)COc3ccc(Cl)cc3)n2)cc1	2%	6%	-4%	3%
15	Cc1cccc(NC(=O)Nc2cccc(C#N)c2)n1	-8%	0%	-9%	1%
16	Cc1ccccc1NC(=O)C(c1ccccc1)C1CCCC1 (stereo not given)	6%	-3%	8%	6%
17	CN1CCN(/C=C2\SC(=S)NC2=O)CC1	6%	1%	7%	-20%
18	COc1ccc(NS(=O)(=O)c2cn(C)c(=O)n(C)c2=O)c(OC)c1	-1%	/	/	3%
19	CCOC(=O)Cc1csc(NC(=O)CN(C)S(=O)(=O)c2cccc3cccnc23)n1	4%	-7%	?	-17%
20	CCCN1CNc2c(c(=O)[nH]c(=S)n2CCc2ccc(OC)c(OC)c2)C1	-12%	-4%	/	1%

item	aGal spleen mod	GAA spleen mod	SMN2 splice enh	GoLoco inh red
11	3%	5%	-24%	13%
12	-4%	-4%	-9%	5%
13	6%	5%	21%	6%
14	1%	-3%	-19%	3%
15	-8%	-2%	16µM*	12%
16	1%	-3%	13%	0%
17	-14%	-9%	10%	1%
18	1%	5%	/	-4%
19	6%	4%	-14%	7%
20	-3%	?	0%	15%

Next records:
item	Compound	KDM4E inh	ALDH1A1 block	GAA inhib	GAA glycogen mod
21	COc1ccc(Nc2c(-c3ccc(OC)cc3)nc3cnccn23)cc1	?	?	-1%	?
22	Fc1cccc2sc(N3CCCC3)nc12	3%	-12%	11%	-7%
23	CN(C)S(=O)(=O)c1ccc(Cl)c(C(=O)Nc2nc3ccccc3[nH]2)c1	-5%	-12%	1%	7%
24	CCOC(=O)C1(Cc2ccccc2C(F)(F)F)CCN(Cc2ccon2)CC1	3%	/	/	1%
25	COc1cccc(C2Nc3ccccc3C(=O)N2O)c1O (stereo not given)	?	9%	2%	?
26	C#CCOCCOCCOCCNc1nc(N2CCN(C(=O)[C@H]([C@@H](C)CC)n3cc([C@@H](N)CC(C)C)nn3)CC2)nc(N2CCN(C(=O)[C@H](CCCCN)n3cc([C@@H](N)C(C)CC)nn3)CC2)n1 (stereo not given in full)	-4%	-2%	/	-5%
27	COc1cccc2c1[C@@H]1CN(CCCCn3c(=O)[nH]c4c(sc5ncc(-c6ccccc6)nc54)c3=O)C[C@@H]1CO2	-4%	-3%	/	/
28	O=C(CN1CCOCC1)Nc1ccc(Br)cn1	7%	1%	-1%	-3%
29	OC(COCc1ccco1)CN1CCN(C(c2ccccc2)c2ccccc2)CC1 (stereo not given)	-27%	-12%	-6%	-4%
30	OCCC1CN(Cc2ccon2)CCN1CCc1ccccc1 (stereo not given)	2%	-2%	1%	5%

item	aGal spleen mod	GAA spleen mod	SMN2 splice enh	GoLoco inh red
21	3%	-4%	5%	9%
22	-4%	-4%	?	3%
23	-8%	7%	5%	16%
24	0%	-1%	/	-9%
25	2%	-6%	7%	6%
26	8%	7%	/	-4%
27	-5%	5%	-35%[inhibitor]	8%
28	2%	1%	6%	-1%
29	0%	-5%	-2%	-2%
30	1%	-8%	/	-7%

(listing goes on)
item	Compound	KDM4E inh	ALDH1A1 block	GAA inhib	GAA glycogen mod
31	O=C(Nc1cc(Cl)ccc1Cl)c1noc2c1CCCC2	-23%	/	/	8%
32	Nc1ccc(SCc2nc3cccc4c3n2CCC4)cc1	3%	/	/	4%
33	Cc1ccc(-c2cc(N)on2)cc1	-6%	2%	-7%	16%
34	CSc1nsc(N/N=C/c2ccccc2)c1C#N	72%	?	?	-7%
35	CSc1nc2ccc3nc(NC(=O)C4COc5ccccc5O4)sc3c2s1 (stereo not given)	?	?	-6%	2%
36	CCc1ccc(C(=O)Cn2cnc3cc([N+](=O)[O-])ccc3c2=O)cc1	0%	/	/	10%
37	COc1ccccc1C1N(c2cc(Cl)ccc2OC)C(=O)C2CCCN21 (stereo not given)	2%	20%	-3%[15.4 µM]	14%
38	c1ccc2c(Cc3c[nH]c4ccccc34)c[nH]c2c1	9%&-3%	-2%&-15%&10%&-4%	/	/
39	COC(=O)N1CCC2(CCCN(c3ccncc3)C2)CC1	/	?	/	/
40	CCOC(=O)c1cnc2c(c(C)nn2C)c1Oc1cc(Cl)cc(Cl)c1	-3%	/	/	-2%

item	aGal spleen mod	GAA spleen mod	SMN2 splice enh	GoLoco inh red
31	0%	2%	/	3%
32	1%	-2%	/	11%
33	-15%	-2%	/	/
34	4%	0%	29%	-7%
35	-6%	-3%	-18%	9%
36	-6%	1%	/	7%
37	0%	-2%	1%	7%
38	-10%&-7%&11%&-6%	-2%&-6%&4%&4%	-11%&-10%&-7%&-4%	-13%&3%&3%&4%
39	-3%	7%	-23%	6%
40	-7%	-2%	/	-4%

The listing continues:
item	Compound	KDM4E inh	ALDH1A1 block	GAA inhib	GAA glycogen mod
41	N#C/C(=C\c1ccc(OCc2cccc(C(=O)O)c2)cc1)C(=O)NCc1ccco1	-25%	/	/	0%
42	CCOc1ccc2nc(COC(=O)c3cccc([N+](=O)[O-])c3)c(C(C)=O)[n+]([O-])c2c1	-9%	/	/	2%
43	Cn1c(=O)c2c(ncn2CC(=O)N2CCCc3ccccc32)n(C)c1=O	8%	-4%	-4%	0%
44	O=C1c2nccnc2C(=O)N1c1ccc(C(F)(F)F)cc1	-6%	-9%	2%	-4%
45	CCOC(=O)c1ccc(NC(=O)CCNc2c(N3CCCC3)c(=O)c2=O)cc1	2%	-4%	0%	7%
46	c1ccc(-n2nnnc2SCc2cn3cccnc3n2)cc1	?	?	6%	5%
47	CCOC(=O)N1CCN(c2c(NCc3ccccn3)c(=O)c2=O)CC1	4%	?	2%	9%

item	aGal spleen mod	GAA spleen mod	SMN2 splice enh	GoLoco inh red
41	10%	2%	/	5%
42	6%	-7%	/	1%
43	-8%	-3%	-11%	11%
44	-5%	-2%	8%	-3%
45	-13%	-5%	23%	6%
46	-8%	-5%	9%	6%
47	-3%	3%	4%	2%

Record cards, from the list above. Order of values: KDM4E inh | ALDH1A1 block | GAA inhib | GAA glycogen mod | aGal spleen mod | GAA spleen mod | SMN2 splice enh | GoLoco inh red
CCOc1ccc2nc(COC(=O)c3cccc([N+](=O)[O-])c3)c(C(C)=O)[n+]([O-])c2c1 is listed as -9% | / | / | 2% | 6% | -7% | / | 1%
c1ccc(-n2nnnc2SCc2cn3cccnc3n2)cc1 is listed as ? | ? | 6% | 5% | -8% | -5% | 9% | 6%
CCOC(=O)N1CCN(c2c(NCc3ccccn3)c(=O)c2=O)CC1 is listed as 4% | ? | 2% | 9% | -3% | 3% | 4% | 2%
Cn1c(=O)c2c(ncn2CC(=O)N2CCCc3ccccc32)n(C)c1=O is listed as 8% | -4% | -4% | 0% | -8% | -3% | -11% | 11%
N#C/C(=C\c1ccc(OCc2cccc(C(=O)O)c2)cc1)C(=O)NCc1ccco1 is listed as -25% | / | / | 0% | 10% | 2% | / | 5%

Entries listed so far printed as active in ALDH1A1 block.
No. | compound | KDM4E inh | ALDH1A1 block | GAA inhib | GAA glycogen mod | aGal spleen mod | GAA spleen mod | GoLoco inh red
2 | CC(/C=C1\N=C(SCc2ccccc2)SC1=O)=C\c1ccccc1 | -25% | 22µM* | -7% | -4% | -5% | 6% | 23%

Source: PubChem BioAssay (National Center for Advancing Translational Sciences (NCATS))
